SIRT5 block: sirtuin-5 (human) deacylase inhibition | Q9NXA8 | AID 652115 | Purified SirT5, succinyl-peptide AMC, trypsin-coupled fluorescence | 330,000 tested, 1.1% active | inhibition, % at 15 µM; in the data active means inhibition above about 15%; inconclusive means no clear call, values can overlap the other calls
Target sequence (Q9NXA8 whole entry, looked up): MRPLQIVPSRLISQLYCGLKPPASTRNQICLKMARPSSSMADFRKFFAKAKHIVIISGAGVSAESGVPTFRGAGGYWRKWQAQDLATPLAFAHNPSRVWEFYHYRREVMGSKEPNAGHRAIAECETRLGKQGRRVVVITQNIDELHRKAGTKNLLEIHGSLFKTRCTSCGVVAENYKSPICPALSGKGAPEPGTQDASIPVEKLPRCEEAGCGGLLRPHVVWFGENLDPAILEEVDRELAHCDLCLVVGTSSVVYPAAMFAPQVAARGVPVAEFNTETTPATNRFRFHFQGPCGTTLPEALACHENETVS
C2C12 statin: suppression of simvastatin myotoxicity | rescue of ATP level, % at 7.49 µM | C2C12 myotubes + simvastatin, ATP luminescence, 48 h; scaled: DMSO 0, geranylgeraniol control 100 | 330,000 tested, 0.78% active;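 active means mean ATP rescue above about 67%, or every replicate alone reaching that limit, limit read from the data, passing the limit was not always enough; inconclusive means no clear call, values can overlap the other calls; inactive means mean under the limit and some replicate under it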;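 further: myotubes were challenged with 10 µM simvastatin during compound exposure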
S100A4 inh HTS: inhibitors of human S100A4 binding to myosin IIA peptide. P26447. S100A4/TAMRA-MyoIIA peptide fluorescence polarization. inhibition, % at 10.7 µM. 360,000 tested, 0.14% active. AID 652163;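 active means mean inhibition of at least 70% across replicates, with every replicate also reaching that level; inconclusive means mean inhibition reaches 70% but some replicates fall short; inactive means mean inhibition below 70%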
Target sequence (P26447 whole entry, looked up): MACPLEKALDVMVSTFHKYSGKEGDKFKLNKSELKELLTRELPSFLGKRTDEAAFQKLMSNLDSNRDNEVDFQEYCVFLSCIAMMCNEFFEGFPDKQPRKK
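Test system – S100A4 monomer (human) · Compound – single-point compound testing · Schedule – 5 min incubation before reading · Probe or stimulus – TAMRA-labelled myosin IIA heavy-chain peptide probe, 5 nM · Benchmarks – neutral control DMSO, positive control TFP · Medium – Calcium-containing HEPES buffer, pH 7.2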
E-selectin induc: induces E-selectin expression in human endothelial cells; P16581; activation, % at 7.58 µM; HUVEC E-selectin immunofluorescence imaging; normalized: neutral wells 0, TNF-alpha wells 100; 260,000 tested, 0.37% active; AID 686992;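 active means mean E-selectin-positive cell signal at least 10% of the positive control, reached in at least 60% of replicates, without over 20% cell loss; inconclusive means no rule given, readout overlaps actives, possibly toxicity-flagged; inactive means the rest, including those meeting only one limit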;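 further: in these data hits start at about 27%; measured in HUVEC primary endothelial cells; signal is the percent of cells scored E-selectin positive by PE staining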
Target sequence (P16581 whole entry, looked up): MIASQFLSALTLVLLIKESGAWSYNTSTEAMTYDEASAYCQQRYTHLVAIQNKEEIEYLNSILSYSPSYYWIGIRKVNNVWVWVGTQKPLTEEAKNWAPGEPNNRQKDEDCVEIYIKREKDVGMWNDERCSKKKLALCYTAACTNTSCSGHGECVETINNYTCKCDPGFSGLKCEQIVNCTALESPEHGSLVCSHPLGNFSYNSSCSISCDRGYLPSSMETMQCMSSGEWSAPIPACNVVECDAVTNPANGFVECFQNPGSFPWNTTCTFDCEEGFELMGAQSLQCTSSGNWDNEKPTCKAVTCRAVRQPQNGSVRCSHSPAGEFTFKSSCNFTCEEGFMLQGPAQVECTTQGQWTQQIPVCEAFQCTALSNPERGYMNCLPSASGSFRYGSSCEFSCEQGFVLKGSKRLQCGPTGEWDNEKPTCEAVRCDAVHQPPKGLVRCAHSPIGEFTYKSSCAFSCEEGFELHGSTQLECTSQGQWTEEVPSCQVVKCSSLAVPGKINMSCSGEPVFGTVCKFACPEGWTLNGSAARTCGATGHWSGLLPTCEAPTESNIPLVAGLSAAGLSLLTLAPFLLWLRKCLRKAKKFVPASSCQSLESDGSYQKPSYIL
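material = human umbilical vein endothelial cells (HUVEC), E-selectin induction | quantity = 3,000 cells/well | medium = EGM-2 growth medium on 0.1% gelatin-coated wells | technique = immunofluorescence imaging | read-out basis = % PE-positive cells | control set = TNF-alpha positive control, DMSO neutral control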
DENV2 CPE: DENV2-induced cell death inhibition; 350,000 tested, 1.7% active; DENV2-infected cells, cytopathic effect rescue, plate reader; CPE inhibition, % at 9.99 µM; in the data active means CPE inhibition above about 20%, passing the limit was not always enough; inconclusive means no clear call, values can overlap the other calls; tested in BHK-21 cells;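 further: 0% = median of neutral control wells and 100% = median of positive control wells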
PglD inh: blocks C. jejuni PglD acetyltransferase activity; purified PglD enzyme, DTNB colorimetric CoA detection; inhibition, % at 12.5 µM; 360,000 tested, 0.098% active; AID 602405; in the data active means inhibition above about 16%, passing the limit was not always enough; inconclusive means no clear call, values can overlap the other calls; further: strong numbers were not always called active
ERp5 block: ERp5 (human) disulfide isomerase inhibition; 350,000 tested, 0.05% active; AID 651711; ERp5 insulin aggregation, absorbance 650 nm, 90 min; inhibition, % at 9.99 µM;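 active means mean replicate inhibition above about 25%, with every replicate also reaching it, limit read from the data, passing the limit was not always enough; inconclusive means only one of those two criteria met; inactive means neither criterion met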
* = called active by the depositor.

C[C@@H]1CCCCO[C@@H](CN(C)C(=O)Nc2cccc3ccccc23)[C@H](C)CN([C@H](C)CO)C(=O)c2cc(NC(=O)CCC(F)(F)F)ccc2O1 was read as E-selectin induc 0.3, DENV2 CPE 99* and PglD inh 1.
For CCNc1nc(NCC)n2c(SCC(=O)Nc3ccccc3)nnc2n1 the results were SIRT5 block -2, S100A4 inh HTS 6, E-selectin induc 6.4, DENV2 CPE -2 and ERp5 block 0.
Screening Cc1nc(C)c(-c2ccc(SCc3ccc(Cl)cc3)nn2)s1 returned SIRT5 block -4, C2C12 statin 0, S100A4 inh HTS -5, DENV2 CPE 9, PglD inh 0 and ERp5 block -4.
For O=C(CCN1C(=O)c2ccccc2C1=O)Nc1ccccc1C(F)(F)F the results were SIRT5 block -2, C2C12 statin 5, S100A4 inh HTS -2, E-selectin induc -0.2, DENV2 CPE 1, PglD inh 7 and ERp5 block -4.
`O=C(NCCCCc1ccccc1)C1CC(c2ccccc2C(F)(F)F)=NO1` (centres undefined) gave SIRT5 block -5, C2C12 statin -7, S100A4 inh HTS 2, E-selectin induc 0.7, DENV2 CPE -6, PglD inh 0 and ERp5 block 1.
CCc1ccc(-n2c(=O)c3c(C)c(C)sc3n(CC(=O)NCC3CCCO3)c2=O)cc1 (centres undefined) was read as SIRT5 block -4, C2C12 statin 6, S100A4 inh HTS 5, E-selectin induc 0.2 and ERp5 block 0.
Screening CCC(=O)N1CC2(CN(C(=O)Nc3ccccc3F)C2)c2c([nH]c3cc(OC)ccc23)[C@@H]1CO returned S100A4 inh HTS 31, E-selectin induc 1.1, DENV2 CPE 15 and ERp5 block 0.
For O=C(O)CSCC(=O)N1CCN(c2cc(C(F)(F)F)nc3ccccc23)CC1 the results were SIRT5 block 0, C2C12 statin 9, S100A4 inh HTS -3, DENV2 CPE 4, PglD inh -3 and ERp5 block 4.
O=C(Nc1ccc(F)cc1)Nc1ccc2c(c1)[C@H]1C[C@@H](CC(=O)N3CCOCC3)O[C@@H](CO)[C@H]1O2 was read as SIRT5 block -1, C2C12 statin 0, S100A4 inh HTS 1, E-selectin induc -0.2, DENV2 CPE 18, PglD inh 2 and ERp5 block -3.
`CCN(CC(=O)Nc1ccc(NC(C)=O)cc1)C(=O)c1ccc(Sc2nncn2C)c([N+](=O)[O-])c1` gave S100A4 inh HTS 5, E-selectin induc -0.1, DENV2 CPE inconclusive and ERp5 block 4.
`Cc1ccccc1OC(C)C(=O)Nc1ccc(S(=O)(=O)N2CCCC2)cc1` (centres undefined) gave SIRT5 block -1, S100A4 inh HTS 4, E-selectin induc -1.0, DENV2 CPE -3, PglD inh -5 and ERp5 block -3.
Screening Cc1nc(Cl)c2c(n1)NC(=O)CO2 returned SIRT5 block -1, S100A4 inh HTS 4, DENV2 CPE -2, PglD inh 8 and ERp5 block 3.
For Cc1nc(Nc2nc(-c3ccccc3)cc(=O)[nH]2)nc2ccccc12 the results were SIRT5 block 0, S100A4 inh HTS 5, PglD inh 9 and ERp5 block -2.
Cc1coc2c1c(C)cc1oc(=O)c(CC(=O)NCCCCCC(=O)O)c(C)c12 was read as SIRT5 block -16, C2C12 statin 0, S100A4 inh HTS -5, E-selectin induc 0.3, DENV2 CPE 2, PglD inh -7 and ERp5 block 0.
`C[C@H]1CN([C@@H](C)CO)C(=O)Cc2cc(NS(=O)(=O)c3cn(C)cn3)ccc2O[C@@H]1CN(C)C(=O)Nc1ccc(C(F)(F)F)cc1` gave SIRT5 block 2, C2C12 statin 9, S100A4 inh HTS 9, DENV2 CPE -4 and ERp5 block -3.
For Cc1nn(-c2ccccc2)c(Cl)c1CN(C(=O)CCl)c1cccc2ccccc12 the results were S100A4 inh HTS -7, DENV2 CPE 0 and ERp5 block -6.
Screening CCc1nc2ccc(C(=O)N3CCN(C(=O)c4ccco4)CC3)cn2c1N(C)C(=O)COc1ccccc1 returned SIRT5 block -2, C2C12 statin 33, S100A4 inh HTS 0, E-selectin induc -3.0, DENV2 CPE -9, PglD inh -3 and ERp5 block -3.
For COc1ccc(/C=N\NC(=O)c2ccccc2Br)cc1COc1ccccc1 the results were SIRT5 block 0, C2C12 statin -24, S100A4 inh HTS -3, E-selectin induc 0.1, DENV2 CPE -7, PglD inh 1 and ERp5 block 1.
`C[C@@H]1CN([C@H](C)CO)C(=O)Cc2cc(NS(=O)(=O)c3cn(C)cn3)ccc2O[C@H]1CN(C)C` gave SIRT5 block -1, C2C12 statin 13, S100A4 inh HTS -4, E-selectin induc 0.6, DENV2 CPE -8, PglD inh 3 and ERp5 block 2.
Screening CN(CC(=O)Nc1cccc(F)c1)C(=O)CCCc1cccs1 returned SIRT5 block -2, S100A4 inh HTS -2, PglD inh -2 and ERp5 block 4.
`C[C@@H]1CCCCO[C@@H](CN(C)C(=O)Nc2cccc3ccccc23)[C@@H](C)CN([C@H](C)CO)C(=O)c2cc(NC(=O)c3ccncc3)ccc2O1` gave SIRT5 block 3, C2C12 statin -41, S100A4 inh HTS 12, E-selectin induc 0.3, DENV2 CPE -4, PglD inh 0 and ERp5 block -5.
Screening CCNC(=O)Nc1ccc2c(c1)C(=O)N(C)[C@H]1CC[C@@H](CC(=O)NCCN3CCCC3)O[C@H]1CO2 returned C2C12 statin -5, E-selectin induc 0.0, DENV2 CPE -3 and PglD inh 4.
For COc1ccc(OCc2nnc(SCC(=O)N(C)Cc3ccccc3)n2N)cc1 the results were SIRT5 block -8, S100A4 inh HTS 7, E-selectin induc -0.1, DENV2 CPE 0 and ERp5 block 2.
Screening CCCCNC(=O)C[C@H]1C[C@@]2(C(=O)OC)C(=C[C@H](C(C)(C)C)O[C@@H]2C)N(Cc2ccc3c(c2)OCO3)C1=O returned S100A4 inh HTS 0, E-selectin induc -0.2, DENV2 CPE -2 and ERp5 block 2.
CN(CC(=O)NCc1ccc(F)cc1)S(=O)(=O)c1ccc2c(c1)n(C)c(=O)c(=O)n2C was read as SIRT5 block -3, C2C12 statin 22, S100A4 inh HTS 0, DENV2 CPE 4, PglD inh 0 and ERp5 block 2.
For CCOc1cc(N2CCOCC2)c(OCC)cc1NC(=O)CN1C(=O)C2C3C=CC(C3)C2C1=O (centres undefined) the results were SIRT5 block 2, S100A4 inh HTS -2, E-selectin induc -1.4, DENV2 CPE -5 and ERp5 block 2.
`Cc1c(C(=O)NC2CCCCC2)sc2ncnc(N3CCN(c4ccccc4)CC3)c12` gave SIRT5 block -4, C2C12 statin -6, S100A4 inh HTS -1, DENV2 CPE -1, PglD inh -2 and ERp5 block 2.
`CN(Cc1ccccc1)C(=O)COC(=O)CCNC(=O)c1ccccc1Cl` gave SIRT5 block 2, C2C12 statin 2, S100A4 inh HTS -5, E-selectin induc 1.2, DENV2 CPE 9, PglD inh -2 and ERp5 block 1.
For COc1ccccc1CN=c1c([N+](=O)[O-])nn(-c2ccc3c(c2)OCCO3)n1O the results were S100A4 inh HTS -5, E-selectin induc -0.1, DENV2 CPE -5 and ERp5 block -2.
`O=C(CNC(=O)c1ccco1)OCc1c(F)cccc1Cl` gave C2C12 statin -6, E-selectin induc 1.2 and PglD inh -5.
`COc1cccc(/C=N/NC(=O)CCn2c3ccccc3c3ccccc32)c1` gave SIRT5 block -4, S100A4 inh HTS 1, DENV2 CPE 10 and ERp5 block 4.
Screening COc1ccccc1C(=O)Nc1ccc(S(=O)(=O)Nc2onc(C)c2C)cc1 returned SIRT5 block 2, S100A4 inh HTS -43, E-selectin induc 0.9, DENV2 CPE -8 and ERp5 block -3.
Screening O=C(COC(=O)c1cc(-c2cccc3ccccc23)nc2ccccc12)NC1CCS(=O)(=O)C1 (centres undefined) returned SIRT5 block -2, S100A4 inh HTS 11, E-selectin induc -0.1, DENV2 CPE 7 and ERp5 block 0.
O=C(NCCCNC(=O)c1cc(Cl)ccc1Cl)c1ccccn1 was read as SIRT5 block -2, C2C12 statin 6, S100A4 inh HTS -1, DENV2 CPE -1, PglD inh -7 and ERp5 block -1.
`Cn1cc(CN2CCCC(C(=O)c3nccn3C)C2)c(-c2cccc(Cl)c2)n1` (centres undefined) gave SIRT5 block 0, C2C12 statin -1, S100A4 inh HTS -4, DENV2 CPE -3, PglD inh -13 and ERp5 block 3.
For CNCCc1ccccn1 the results were SIRT5 block -1, C2C12 statin 1, S100A4 inh HTS -11, E-selectin induc -0.2, DENV2 CPE -3, PglD inh 1 and ERp5 block 0.
`COCC(=O)Nc1ccc2c(c1)C(=O)N(C)C[C@@H](OC)[C@@H](C)CN(C(=O)Cc1ccccn1)[C@@H](C)CO2` gave SIRT5 block -4, C2C12 statin -8, S100A4 inh HTS -2, E-selectin induc -0.1, DENV2 CPE 7, PglD inh -3 and ERp5 block 1.
`COc1ccc2c3c(n(C)c2c1)[C@H](CO)N(Cc1ccccc1F)CC31CCN(CC2CC2)CC1` gave SIRT5 block -5, S100A4 inh HTS 6, E-selectin induc 0.5, DENV2 CPE 6 and ERp5 block 5.
CCN(C[C@@H]1N[C@@H](CO)[C@@H]1c1ccc(C2=CCCC2)cc1)C(=O)c1ccncc1 was read as SIRT5 block -6, C2C12 statin -18, S100A4 inh HTS -2, E-selectin induc 0.2, DENV2 CPE -9, PglD inh -1 and ERp5 block -2.
Cc1ccc(S(=O)(=O)N(C)C[C@H]2Oc3ccc(NS(=O)(=O)c4ccc(F)cc4)cc3CC(=O)N([C@@H](C)CO)C[C@@H]2C)cc1 was read as SIRT5 block -1, C2C12 statin -6, S100A4 inh HTS -9, E-selectin induc 0.1, DENV2 CPE 3, PglD inh -2 and ERp5 block -2.
For CN1C(=O)c2cc(NS(=O)(=O)c3ccc(Cl)cc3)ccc2OC[C@@H]2O[C@H](CC(=O)O)CC[C@H]21 the results were SIRT5 block -3, C2C12 statin -14, S100A4 inh HTS 0, E-selectin induc -0.1, DENV2 CPE 7, PglD inh 1 and ERp5 block 0.
`CCCC#Cc1cnc2c(c1)C(=O)N([C@@H](C)CO)C[C@@H](C)[C@@H](CN(C)C(=O)NCCC)O2` gave SIRT5 block 0, C2C12 statin 1, S100A4 inh HTS -1, E-selectin induc 0.1, DENV2 CPE 3, PglD inh 2 and ERp5 block 4.
Screening Cc1sc(NC(=O)c2ccco2)c(C(c2cccnc2)N2CCN(CCO)CC2)c1C (centres undefined) returned SIRT5 block 1, C2C12 statin 19, S100A4 inh HTS 0, E-selectin induc 1.2, PglD inh 0 and ERp5 block inconclusive.
O=C1CC2(CCN(C(=O)c3ccccc3Cl)CC2)Oc2ccccc21 was read as SIRT5 block -2, C2C12 statin 10, S100A4 inh HTS 4, DENV2 CPE -6, PglD inh -1 and ERp5 block -1.

5 structures out of the list, arranged by length of the SMILES, highest first.
`CCN(CC(=O)Nc1ccc(NC(C)=O)cc1)C(=O)c1ccc(Sc2nncn2C)c([N+](=O)[O-])c1` gave S100A4 inh HTS 5, E-selectin induc -0.1, DENV2 CPE inconclusive and ERp5 block 4.
Cc1coc2c1c(C)cc1oc(=O)c(CC(=O)NCCCCCC(=O)O)c(C)c12 was read as SIRT5 block -16, C2C12 statin 0, S100A4 inh HTS -5, E-selectin induc 0.3, DENV2 CPE 2, PglD inh -7 and ERp5 block 0.
Screening COc1ccccc1C(=O)Nc1ccc(S(=O)(=O)Nc2onc(C)c2C)cc1 returned SIRT5 block 2, S100A4 inh HTS -43, E-selectin induc 0.9, DENV2 CPE -8 and ERp5 block -3.
O=C1CC2(CCN(C(=O)c3ccccc3Cl)CC2)Oc2ccccc21 was read as SIRT5 block -2, C2C12 statin 10, S100A4 inh HTS 4, DENV2 CPE -6, PglD inh -1 and ERp5 block -1.
Screening CN(CC(=O)Nc1cccc(F)c1)C(=O)CCCc1cccs1 returned SIRT5 block -2, S100A4 inh HTS -2, PglD inh -2 and ERp5 block 4.

Only part of the results is shown (hit frequency here may not be typical).
